Growth percent in the NCI-60 one-dose screen (48 h, 10 µM unless noted): 100 = growth as untreated, 0 = no growth, -100 = all killed.
SK-MEL-2: SK-MEL-2 melanoma; 4.7% of 77,000 active; AID 1794763
MALME-3M: MALME-3M melanoma | 5.8% of 78,000 active | AID 1794766
SK-MEL-5: SK-MEL-5 melanoma; 6.4% of 80,000 active
M14: M14 melanoma; AID 1794745; 6.2% of 80,000 active
EKVX: EKVX NSCLC; 3% of 71,000 active
UACC-62: UACC-62 melanoma. 5.4% of 81,000 active. AID 1794756
UACC-257: UACC-257 melanoma | 4.4% of 78,000 active
A549/ATCC: A549/ATCC NSCLC; 3.7% of 81,000 active; AID 1794740
Active calls of the source: *; · = not tested or not shown; & = joins results of further samples. Rule for the calls: active = growth percent below 10; inactive = the rest.

item	Molecule	SK-MEL-2	MALME-3M	SK-MEL-5	M14
1	CCOC(=O)c1[nH]n(-c2ccccc2)c(=O)c1/C=N/C(=S)NCc1ccccc1	90	·	96	97
2	NC(=O)c1nn(-c2ccccc2)nc1N1CCOCC1	116	116	101	111
3	CCCCCCNC(=O)Oc1ccc(/C(=C(\C)c2ccccc2)c2ccc(OCCCN(C)C)cc2)cc1	92	54	93	40
4	Cc1cccc(N(CCO)CCC#N)c1	·	86	107	99
5	CCCn1c(N)c(C(=O)CNc2ccc(I)cc2)c(=O)[nH]c1=O	-7.9*	81	60	56
6	Cn1cnc([N+](=O)[O-])c1Sc1nc(N)nc2nc[nH]c12	18	69	79	14
7	Cc1csc2ccc(Cl)cc12	100	98	107	101
8	O=C(CCl)Nc1nnc(SCC(=O)Nc2ccccc2C(F)(F)F)s1	117	93	86	94
9	C1=CC2C(C1)C1CC(OCCOC3CC4CC3C3C=CCC43)C2C1 (stereo unspecified)	102	96	102	101
10	Cc1ccc2c(c1)/C(=N/c1n[nH]c(=S)s1)C(=O)N2	104	106	97	88
11	CCn1c(/C(C#N)=C/c2ccncc2)nc2ccccc21	105	79	102	103
12	C(=C\CSc1ccccn1)/CSc1ccccn1	93	85	71	99
13	O=C1CN(C2CCCCC2)c2ccc(O)cc2N1	101	105	104	104
14	CCCCn1cnc2c(SCc3ccc(Cl)cc3)nc(N)nc21	87	95	75	105
15	COc1ccc([C@H]2[C@H](C(=O)Nc3ncccn3)c3ccccc3C(=O)N2c2ccccc2)cc1	88	108	77	84

item	EKVX	UACC-62	UACC-257	A549/ATCC
1	102	93	90	89
2	100	105	104	98
3	91	56	86	73
4	102	103	101	95
5	78	37	72	·
6	28	7.3*	45	·
7	·	96	102	109
8	82	75	101	81
9	·	100	91	90
10	75	52	101	87
11	87	99	86	109
12	·	94	99	98
13	120	112	111	104
14	73	64	81	80
15	100	92	·	94

In another format: five of the compounds above.
#3 CCCCCCNC(=O)Oc1ccc(/C(=C(\C)c2ccccc2)c2ccc(OCCCN(C)C)cc2)cc1
#4 Cc1cccc(N(CCO)CCC#N)c1
#5 CCCn1c(N)c(C(=O)CNc2ccc(I)cc2)c(=O)[nH]c1=O
#6 Cn1cnc([N+](=O)[O-])c1Sc1nc(N)nc2nc[nH]c12
#7 Cc1csc2ccc(Cl)cc12
assay / entry	3	4	5	6	7
SK-MEL-2	92	·	-7.9*	18	100
MALME-3M	54	86	81	69	98
SK-MEL-5	93	107	60	79	107
M14	40	99	56	14	101
EKVX	91	102	78	28	·
UACC-62	56	103	37	7.3*	96
UACC-257	86	101	72	45	102
A549/ATCC	73	95	·	·	109

(cont.)
item	Molecule	SK-MEL-2	MALME-3M	SK-MEL-5	M14
16	CCOc1ccc(NC(=O)C(C)O)cc1 (stereo unspecified)	108	113	114	101
17	Cc1nc2sccn2c1-c1nnc(SCc2ccccc2)o1	87	106	90	97
18	COc1ccc(C(=O)N/N=C/c2ccc(Cl)c([N+](=O)[O-])c2)cc1	104	125	103	114
19	Nc1c2c(nc3ccc(Br)cc13)CC(c1ccccc1)CC2=O (stereo unspecified)	59	52	20	18
20	Cc1cc(Cl)nc(/N=C(/N)Nc2ccc(Cl)cc2)n1	98	95	96	92
21	CC(=N/Nc1ccccc1)/C(C)=N/Nc1ccccc1	99	·	109	·
22	Cc1nn(-c2ccc([N+](=O)[O-])cc2)c2ncnc(N/N=C/c3ccccc3)c12	100	84	95	87
23	O=C(O)C1c2ccccc2Cc2ccccc21	108	·	103	105
24	CCCCCc1cc(Cl)c(O)c(CCCCC)c1	101	91	100	86
25	COc1cc(-c2nn(-c3ccc(NC(=O)Nc4cccc(Cl)c4Cl)cc3)cc2-c2ccncc2)ccc1Cl	·	98	93	98
26	CCCC[N+](CCCC)=c1ccc2nc3c(C)cc(N(CC)CC)cc3sc-2c1	-51*	-79*	-97*	7.1*
27	Cc1ccc(S(=O)(=O)OCCCc2cn(-c3ccc(-c4ccccc4)cc3)nn2)cc1	104	106	98	97
28	Nc1cc2ccccc2c(=O)n1NC(=O)c1ccc(I)cc1	102	97	101	102
29	CC(=O)Nc1cc(Cl)ccc1C(=O)O	103	108	99	93
30	Cn1ncc2c(Nc3ccccc3Cl)nc(Cl)nc21	123	122	107	124

item	EKVX	UACC-62	UACC-257	A549/ATCC
16	95	88	106	91
17	88	80	94	91
18	82	101	97	101
19	27	38	86	49
20	89	80	94	89
21	95	96	102	97
22	94	86	97	94
23	97	95	85	89
24	97	·	82	77
25	82	84	108	95
26	4.1*	-36*	-41*	17
27	103	80	102	91
28	94	93	93	95
29	97	104	106	104
30	90	87	128	103

(list continues)
item	Molecule	SK-MEL-2	MALME-3M	SK-MEL-5	M14
31	CSc1ncc2[nH]cnc2n1	96	103	108	94
32	Cc1ccc2nc(COc3ccc(C(=O)NNC(=O)Nc4ccc(Cl)cc4)cc3)[nH]c2c1	104	97	93	101
33	O=C(COc1ccc(/C=C2\COc3ccc4ccccc4c3C2=O)cc1)c1ccc(Cl)cc1	64	·	101	101
34	Cc1sc2nc(NC3CC(C)(C)NC(C)(C)C3)[nH]c(=O)c2c1C	100	74	94	93
35	CN(c1ccc(Cl)cc1)S(=O)(=O)c1ccc(-c2cnc(C3CC3)o2)cc1	64	78	10	25
36	CCOC(=O)Nc1cc(Cl)ccc1Cl	102	·	110	110
37	CC(=O)Nc1nnc(S(N)(=O)=O)s1	110&85	109&105	103&99	101&100
38	Cc1nn(-c2ccccc2)c(Cl)c1/C=C1\N=C(c2ccccc2)N(c2ccccc2)NC1=O	·	101	93	93
39	CC(=O)Nc1nc(C)c(C(=O)NNC=O)s1	63	·	104	120
40	COc1cc(CNC(=O)Cc2ccccc2)ccc1OCc1cn(-c2ccc(F)cc2)nn1	101	114	89	101
41	CCc1ccc2c(c1)C1(Oc3c(OC)cccc3C3CC(c4ccc(F)cc4)=NN31)C(=O)N2 (stereo unspecified)	99	88	93	99
42	C=C(C=O)[C@@H]1CC[C@]2(C(=O)O)CC[C@]3(C)C(CC[C@@H]4[C@@](C)(CCC#N)[C@H](C(=C)C=O)CC[C@]43C)[C@@H]12 (stereo partly specified)	61	5.3*	26	13
43	CC(N)(CSCc1ccccc1)C(=O)O (stereo unspecified)	108	120	103	108
44	OC/C=C\CO	106	90	95	91
45	COc1cccc(/C=N/NC(N)=S)c1	99	98	99	88

item	EKVX	UACC-62	UACC-257	A549/ATCC
31	87	101	·	87
32	95	99	100	98
33	88	86	96	·
34	96	95	113	96
35	47	37	66	24
36	100	102	95	97
37	111&103	102&97	89&98	95&93
38	87	52	88	85
39	101	97	106	107
40	94	85	98	97
41	78	99	101	100
42	100	31	12	83
43	·	104	76	94
44	·	97	101	96
45	65	91	102	99

The results go on:
item	Molecule	SK-MEL-2	MALME-3M	SK-MEL-5	M14
46	CCOC(=O)c1c(C)oc2ncnc(N3CCN(CC(=O)Nc4ccc(OC)cc4)CC3)c12	101	112	·	107
47	COC(=O)COc1ccc([N+](=O)[O-])cc1Cl	94	108	106	99
48	CC(C)C1C2=C(NCCN1C(=O)c1ccncc1)C(C)(C)N(Cc1ccccc1)C2=O (stereo unspecified)	97	97	105	101
49	CCCN1C(=O)N(CCC)C2C1NC(=S)N2/N=C/C=C/c1ccccc1OC (stereo unspecified)	50	40	27	-0.4*
50	Nc1ccc(N=Nc2ccc(S(=O)(=O)O)cc2)c2ccccc12	102	83	94	99
51	CCN1CCC(Nc2ccnc3cc(Cl)ccc23)CC1	105	123	96	89
52	N=c1c2c(-c3ccccc3)c(-c3ccccc3)oc2ncn1NC(=O)c1ccncc1	103	102	95	107
53	CCCCn1c(=O)c2c(nc(NCCc3ccc(O)c(O)c3)n2CCC)n(CCCC)c1=O	73	101	83	76
54	[N-]=[N+]=NCCCC[C@@H]1N=C(c2ccc(Br)cc2)Nc2nc3ccccn3c2C1=O	99	100	97	104
55	C/C(=N\N=C\c1ccc(Cl)c([N+](=O)[O-])c1)c1ccc2c(c1)Nc1ccccc1S2	69	-3.5*	39	63
56	O=C1c2cccnc2C(=O)c2c1c(C(=O)N1CCCCC1)c1ccccn21	96	82	83	95
57	COc1cc(-c2nc3cc(C)c(C)cc3n3c(C)cc(=O)n23)cc(OC)c1OC	105	105	95	111
58	C[C@@]12Oc3c4c(cc5cc6ccccc6nc35)C[C@H]3C(C5CC5)CC[C@]41[C@@]3(O)CCC2=O (stereo partly specified)	109	97	99	100
59	O=C(c1ccccc1)c1ccc(O)cc1	108	95	96	101
60	CCc1ccc(C2CC(c3ccc(Cl)cc3)=NN2c2ccc(S(N)(=O)=O)cc2)cc1 (stereo unspecified)	97	90	81	93

item	EKVX	UACC-62	UACC-257	A549/ATCC
46	102	93	109	103
47	·	105	106	105
48	99	96	105	95
49	52	28	60	13
50	90	91	·	·
51	80	100	88	84
52	83	83	107	101
53	79	86	90	77
54	93	88	117	104
55	48	39	51	60
56	94	81	112	80
57	·	100	93	96
58	82	92	99	99
59	·	105	88	93
60	77	76	76	91

New compounds follow
item	Molecule	SK-MEL-2	MALME-3M	SK-MEL-5	M14
61	Cc1ccc(C(=O)O)c(NC=O)c1OCc1ccccc1	111	·	114	108
62	CCOC(=O)c1cc2c(OC)c(OC)ccc2c2[nH]cc(C#N)c(=O)c12	100	80	86	94
63	Cc1cc(=O)n(C(=O)NCc2ccc(Cl)cc2Cl)[nH]1	99	110	100	101
64	CCC(=O)Oc1ccc(/C(=C(/CC)c2ccccc2)c2ccc(OCCCN(C)C)cc2)cc1	99	104	103	101
65	CC(=O)c1ccc(NC(=O)CSc2nnc(-c3ccc(NC(=O)c4cccnc4)cc3)n2N)cc1	114	97	106	96
66	Cc1cc(C)cc(Nc2cc(C)nc3nc(C(F)(F)F)nn23)c1	23	45	32	24
67	O=C(O)C1C2CCC3C(CCC21)C3(Cl)Cl (stereo unspecified)	118	100	96	105
68	CCCCCCCCCCOC(c1ccccc1)c1ccccc1	74	96	104	91
69	CO[C@@H]1[C@@H](OC)N(C(=O)c2ccccc2)C(=O)N1C(=O)c1ccccc1	104	88	120	93
70	O=c1scc(-c2ccc(C(F)(F)F)cc2)s1	78	115	97	104
71	O=C(O)c1ccc(Cn2c(=O)[nH]c(=O)n(Cc3ccc(Cl)cc3)c2=O)cc1	121	93	102	108
72	Cc1cc(N/N=C/c2nc(-c3ccc(Cl)cc3)oc2C)c2cc(Cl)ccc2n1	104	-14*	95	8.8*
73	COCCNC(=O)COc1cc(C)nc2ccc(OC)cc12	93	94	89	99
74	CC(C)NS(=O)(=O)c1cccc(-c2ccc3c(=O)n(CCCN(C)C)c4c(c3c2)C(=O)c2ccccc2-4)c1	108	94	95	105
75	COC(=O)c1cc(Br)ccc1O	101	102	95	105
76	CC(=O)SCC(Cc1ccccc1)C(=O)NCC(=O)OCc1ccccc1 (stereo unspecified)	·	108	108	109

item	EKVX	UACC-62	UACC-257	A549/ATCC
61	114	106	109	93
62	·	92	96	88
63	112	98	74	87
64	96	101	104	95
65	111	100	98	104
66	·	-34*	31	28
67	96	105	111	106
68	90	81	102	84
69	97	92	109	102
70	79	84	83	79
71	·	108	103	105
72	92	30	101	22
73	101	99	103	96
74	102	114	107	94
75	113	102	109	100
76	104	106	95	100

Screening data: PubChem BioAssay, NCI
